Source: PubChem BioAssay
TTR transcr act: increases transthyretin transcription; SH-SY5Y TTR promoter Gaussia luciferase, luminescence; 100% = recombinant luciferase protein wells; activation, % at 16.7 µM; 1.3% of 92,000 active; AID 1117267;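 active = activation above the mean of all tested compounds plus 3 SD, cut at about 9.5% in these data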;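 note: cells exposed to compounds for one day before reading; 0% = median of all test compound wells on the plate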
Starred values were filed as active, the others as inactive.

| SMILES | TTR transcr act |
| --- | --- |
| C=CCn1c(COc2ccc3c(c2)CCCC3)nnc1SCC(=O)Nc1cccc(SC)c1 | 1.4 |
| COc1ccc(C)cc1NC(=O)CCNS(=O)(=O)c1ccc2c(c1)CC(C)N2C(C)=O (stereo not drawn) | 1.9 |
| COc1ccccc1NC(=O)CCCc1c[nH]c2ccccc12 | -0.4 |
| CCOc1ccc(Br)cc1S(=O)(=O)Nc1cccc(S(=O)(=O)N(C)C)c1 | 4.4 |
| COc1ccc(CCNC(=O)CCc2nc3ccccc3[nH]2)cc1OC | 0.5 |
| Cc1cc(N2CCOCC2)nc(SCC(=O)c2ccccc2)n1 | 4.1 |
| O=C(NCc1ccccc1)C(c1ccc(-c2ccccc2)cc1)n1c(=O)c(-c2cc3ccccc3[nH]2)nc2ccccc21 (stereo not drawn) | 2.3 |
| C/C(=N\NS(=O)(=O)c1ccc(Br)cc1)c1ccncc1 | 2.1 |
| Cc1ccccc1-n1c(-c2ccc3ccccc3n2)n[nH]c1=S | 0.2 |
| OCCNc1c2ccccc2nc2ccccc12 | 16* |
| COc1ccc(N2CCN(C(=O)CCCn3nnnc3CN3CCOCC3)C(C)C2)cc1 (stereo not drawn) | 1.5 |
| Cc1cccc(C(=O)NCCC(=O)Nc2ccc(C#N)cc2)c1 | 0.7 |
| CCn1c(SCC(=O)Nc2ccc(S(=O)(=O)Nc3onc(C)c3C)cc2)nnc1-c1ccccc1 | -2.6 |
| COc1cccc(CN(C)C[C@@H]2OCc3cnnn3CCCC(=O)N([C@H](C)CO)C[C@H]2C)c1 | 1.7 |
| O=C(COc1ccccc1)N1CCN(c2ccccc2)CC1 | 1.6 |
| COc1ccccc1NC(=O)NCCC1=CCCCC1 | 3.1 |
| COc1cccc(C(=O)O/N=C(\N)c2ccccn2)c1OC | -0.6 |
| CC(C)CCNC(=O)c1cccc(Cl)c1 | -0.7 |
| CC(CCc1ccc(O)cc1)N(C)CCc1ccccc1 (stereo not drawn) | 1.4 |
| CC(C)(C)OC(=O)NC(Cc1ccccc1)C(=O)NCCCC(=O)O (stereo not drawn) | -0.7 |
| COc1ccc(Cl)cc1CC=NNC(=O)c1cccc(C)c1O | 0.4 |
| CC(C)(C)Cc1c(-c2ccc(Cl)cc2)nc2ccc(Cl)cn12 | -0.2 |
| CCN(CC)CCN(C)C1CCC(c2ccccc2)CC1 (stereo not drawn) | -0.6 |
| CCC[C@H]1[C@@H](OC(=O)NCc2ccc(OC)c(OC)c2)CC[C@@]23CCCN2C(=O)CCC[C@@H]13 | -0.2 |

Records listed above printed as active in TTR transcr act.
| SMILES | TTR transcr act |
| --- | --- |
| OCCNc1c2ccccc2nc2ccccc12 | 16* |

Carrying on.
| SMILES | TTR transcr act |
| --- | --- |
| Cc1c(-c2ccc(F)cc2)[n+](=O)c(-c2ccc(F)cc2)c(C)n1[O-] | -1.5 |
| O=C1OCCC1Sc1nnc(-c2ccc(O)cc2)o1 (stereo not drawn) | 2.7 |
| COc1cccc(OCC(=O)NNC(=O)Cc2cccs2)c1 | 3.4 |
| COC(=O)[C@]12C[C@H](CC(=O)NCCc3ccccc3OC)C(=O)N(Cc3cccc4ccccc34)C1=C[C@H](C(C)(C)C)O[C@@H]2C | 0.9 |
| CCOC(=O)Cn1nnnc1CN(Cc1cccs1)Cc1cc2cc(C)ccc2[nH]c1=O | -0.6 |
| COC(=O)Cc1cc(=O)n(-c2nc3ccccc3s2)[nH]1 | 2.5 |
| CC(Sc1nnc(-c2ccc(Cl)cc2Cl)n1Cc1ccccc1)C(=O)Nc1nccs1 (stereo not drawn) | 4.2 |
| COc1ccc(NC(=O)Cn2nnc(C(=O)NCc3ccccc3OC)c2N)cc1Cl | -1.3 |
| NS(=O)(=O)c1ccc(NC(=O)COc2ccc(C(=O)c3ccc(F)cc3)cc2)cc1 | -3.0 |
| COc1ccc(NC(=O)CC2C(=O)N(c3ccc(OC)cc3)C(=O)N2CCN2CCN(C)CC2)cc1 (stereo not drawn) | 0.5 |
| Nc1nnc(SCC(=O)Nc2cccnc2Cl)s1 | -1.0 |
| CN(Cc1cnn(-c2ccc(F)cc2)c1)C(=O)[C@H]1O[C@@H](n2ccc(=O)[nH]c2=O)[C@H](O)[C@@H]1O | 1.0 |
| O=C(NCCCNc1ccc(C(F)(F)F)cc1[N+](=O)[O-])c1ccc(F)cc1 | -1.1 |
| CC1(C)c2ccccc2N2CCC(=O)NC21/C=C/c1ccco1 (stereo not drawn) | -0.7 |
| CC(Sc1nncn1C)C(=O)Nc1cc(C(F)(F)F)ccc1N1CCOCC1 (stereo not drawn) | -1.8 |
| Clc1cccc(Cl)c1C1Nc2cccc3cccc(c23)N1 | -1.5 |
| CCOc1ccc(C(=O)Nc2cc(C)c3c(=O)oc4ccccc4c3n2)cc1 | -1.3 |
| CCN(C(=O)[C@@H](C)[C@@H](O)c1ccc2ccccc2c1)c1ccccc1 | -1.5 |
| COc1ccc(C(=O)Nc2ccc(C(F)(F)F)n(C)c2=O)cc1 | 5.1 |
| NC(=O)C1CCN(c2ccc(S(=O)(=O)N3CCCCC3)cn2)CC1 | -1.7 |
| Cc1c(Cl)cccc1NC(=O)N1CCN(C(=O)c2ccco2)CC1 | -1.0 |
| O=C(Nc1cc(Br)ccc1O)C1CC(c2ccccc2Cl)=NO1 (stereo not drawn) | -2.9 |
| O=C(COc1ccc([N+](=O)[O-])cc1)Nc1ccncc1 | 1.6 |
| O=C(N/N=C/C=C\c1ccccc1[N+](=O)[O-])c1ccco1 | -0.6 |
| COC1C(O)C(O)C(O)C(O)C1O (stereo not drawn) | -0.7 |
| Cc1cccc(NC(=S)NNC(=O)c2csc3c2CCCC3)c1 | -1.0 |
| CCOC(=O)NN1C(=O)c2ccccc2NC1c1ccc(OC)c(OC)c1 (stereo not drawn) | 3.3 |
| O=C(NCc1ccc(F)cc1)c1cccc2c1C(=O)c1ccc(N3CCC(N4CCCCC4)CC3)cc1S2(=O)=O | -1.9 |
| CCOC(=O)c1c(C)[nH]c(C(=O)/C(C#N)=C/c2ccc(OC)c(OC)c2)c1C | 2.1 |
| c1ccc(-c2csc(-c3ccc(-c4csnn4)cc3)n2)cc1 | -0.6 |
| Cc1ccc2cccc(OCC(=O)NCc3ccco3)c2n1 | 0.5 |
| C[C@H](O)[C@@H]1CN2CCc3c([nH]c4ccccc34)[C@@H]2C[C@@H]1N(C)C(=O)OCc1ccccc1 | 0.5 |
| CC1CN(C(=O)c2cccc(COc3ccc(Br)cc3)c2)CC(C)O1 (stereo not drawn) | 1.1 |
| COc1ccc(/C(C)=N/NC(=O)CNC(=O)C2COc3ccccc3O2)c(OC)c1 (stereo not drawn) | -1.0 |
| CCSc1ncc(C)cc1[N+](=O)[O-] | -0.4 |
| COC(=O)c1ccc(C2c3c(oc4ccc(F)cc4c3=O)C(=O)N2CCO)cc1 (stereo not drawn) | 1.3 |

(more compounds)
SMILES | TTR transcr act
Oc1ccc(CNc2ccccc2Cl)c2cccnc12 | -2.0
NC(=S)NC1CC2C=CC1C2 (stereo not drawn) | 0.0
CC(=O)c1cccc(CN2CCc3ccc(NC(=O)C4CCCO4)cc3C2)c1 (stereo not drawn) | -0.3
COc1ccccc1NS(=O)(=O)c1ccc(C)c(NC(=O)NC2CCCCC2)c1 | -0.8
COc1ccc(Cc2nnc(N/N=C/c3ccc(Br)cc3)[nH]c2=O)cc1OC | 0.6
O=Cc1ccc(OC2OCCOC2Oc2ccc(C=O)cc2)cc1 (stereo not drawn) | -0.8
CCCCN(C(=O)c1ccc2c(c1)NC(=O)CS2)c1ccccc1 | -3.1
CCN(c1ccccc1)S(=O)(=O)c1ccc(NC(=O)C(C)(C)C)cc1 | -0.5
CC(C)(C)C(=O)c1cn(CC(=O)NCc2ccc3c(c2)OCO3)c2ccccc12 | 0.5
Cc1cccc(N=C2C(=O)Nc3c(Cl)cccc32)c1 | -0.9
Cc1ccc(CN2C(=O)CCC2C(=O)NCCN2CCN(c3cccc(Cl)c3)CC2)cc1 (stereo not drawn) | -1.5
COc1cccc(Cn2c(=O)sc3ccccc3c2=O)c1 | 3.1
NC(=O)c1nsc(C(=O)N(c2cccc(F)c2)C(C(=O)NCc2ccccc2)c2ccc(O)cc2)c1N (stereo not drawn) | -1.8
Cc1cc(Cl)c(S(=O)(=O)Nc2ccc(S(=O)(=O)N3CCOCC3)cc2)cc1OCC(N)=O | -0.5
CCN1CCN(CCCNC(=O)c2ccc(NC(=O)C3=C(C)OCCS3)cc2)CC1 | 1.9
O=C1NC(=O)/C(=C/c2ccc(O)cc2)S1 | -0.3
CCOc1ccccc1CN1CCN(Cc2nc3ccccc3s2)CC1CCO (stereo not drawn) | 1.6
CCCC1=C(C(=O)OCC)C(c2ccco2)n2ncnc2N1 (stereo not drawn) | -0.4
O=c1cc(CSc2nnc(C3CC3)n2Cc2ccccc2)nc2sccn12 | 0.7
COc1ccc(C(=O)O)cc1S(=O)(=O)N1CCN(Cc2ccc3c(c2)OCO3)CC1 | 1.0
O=C(NC(=S)Nc1ccccc1Cl)c1cncc(C#Cc2ccccc2)c1 | -0.3
O=C(Nc1cccn2nc(COCCO)nc12)C(c1ccccc1)c1ccccc1 | -1.3
CCCCn1nnnc1C1(C)CCC(=O)N1Cc1cccs1 (stereo not drawn) | 1.9
CN1CCN(C/C(=C2/N=C(c3ccccc3)OC2=O)N(C)C)CC1 | 1.4
COCCCNC(=O)Cn1cnc2sc(C)c(S(=O)(=O)N3CCN(c4ccccc4OC)CC3)c2c1=O | 3.8
O=C(COc1ccccc1C(=O)O)Nc1nc2ccc([N+](=O)[O-])cc2s1 | -1.2
Cc1ccccc1NC(=O)Nc1ccccc1C(N)=O | -0.2
CCCSc1nnc2nc3c(nn12)c1ccccc1n3C | 3.1
CSC1=NCCN1C(=O)c1ccco1 | 0.9
Cc1noc(/C=C/N(C)C)c1S(=O)(=O)N1CCCC(C(=O)Nc2ccc(F)cc2F)C1 (stereo not drawn) | -1.2
C#CC(C)(CC)NC(=O)Cn1nnc(-c2cccc(C(F)(F)F)c2)n1 (stereo not drawn) | -0.8
Cc1cc(C)c2c(N)c(C(=O)NN3CC(=O)N(c4ccccc4F)CC3=O)sc2n1 | 0.2
O=C(NCCc1ccccc1F)C1CCC(=O)N(Cc2ccc(Cl)cc2)C1 (stereo not drawn) | 0.8
CCOc1ccc(NC(=O)CCN2C(=O)c3ccccc3C2=O)cc1 | 0.1
CCOC(=O)C(NC(=O)c1ccccc1)(Nc1cc(C)on1)C(F)(F)F (stereo not drawn) | -2.0
COC(=O)c1ccc(CSc2ccc3nnc(-c4ccc(F)cc4)n3n2)o1 | -2.4

A second format for two compounds above.
CCCSc1nnc2nc3c(nn12)c1ccccc1n3C
  TTR transcr act = 3.1
CSC1=NCCN1C(=O)c1ccco1
  TTR transcr act = 0.9

More entries:
SMILES | TTR transcr act
Cc1cc(C)c2c(N)c(C(=O)Nc3ccc(C)c(C)c3)sc2n1 | -2.3
C/C(=N\NC(=O)c1ccccc1O)c1ccc(Br)s1 | 1.6
CCCC(=O)C1=C(O)C(C(=O)OC)C(C)(C)CC1=N (stereo not drawn) | -0.9
O=c1[nH]c2cc3c(cc2cc1CN(Cc1nnnn1CC1CCCO1)C1CCCC1)OCO3 (stereo not drawn) | -4.5
CN(c1ccccc1)S(=O)(=O)c1cccc(C(=O)NCCc2c[nH]c3ccccc23)c1 | -1.4
C=CCOC(=O)CCC(=O)Nc1cc(OC)nc(OC)n1 | 6.8
COc1ccc(C(=O)NC(=S)NCCO)cc1Br | 1.3
CCCOc1ccc(N2C(=O)CC(NNC(=O)c3ccc(COc4ccccc4)o3)C2=O)cc1 (stereo not drawn) | -2.1
CC(=O)Nc1cccc(NC(=O)COc2ccc3c(c2)CCC3)c1 | -2.1
C[C@H]1CCCN1c1ccc2c(c1)O[C@H]1CCN(C1)S2(=O)=O | -1.4
Cc1ccc(C)c(OCCC(=O)OCC(=O)N2CCN(c3ccccc3)CC2)c1 | -0.7
O=C(NC1CCCCC1)NC1(C(=O)NCCCN2CCOCC2)CCCCC1 | -3.4

Seven compounds picked at random from the list so far:
SMILES | TTR transcr act
COc1ccc(/C(C)=N/NC(=O)CNC(=O)C2COc3ccccc3O2)c(OC)c1 (stereo not drawn) | -1.0
COc1ccc(CCNC(=O)CCc2nc3ccccc3[nH]2)cc1OC | 0.5
c1ccc(-c2csc(-c3ccc(-c4csnn4)cc3)n2)cc1 | -0.6
CCN1CCN(CCCNC(=O)c2ccc(NC(=O)C3=C(C)OCCS3)cc2)CC1 | 1.9
C[C@H](O)[C@@H]1CN2CCc3c([nH]c4ccccc34)[C@@H]2C[C@@H]1N(C)C(=O)OCc1ccccc1 | 0.5
CCOC(=O)Cn1nnnc1CN(Cc1cccs1)Cc1cc2cc(C)ccc2[nH]c1=O | -0.6
O=C(Nc1cc(Br)ccc1O)C1CC(c2ccccc2Cl)=NO1 (stereo not drawn) | -2.9

(further entries)
SMILES | TTR transcr act
Cn1c(SCC(=O)Nc2ccc(N3CCOCC3)cc2)nnc1C1CC1 | 5.0
COc1ccccc1N1CC(O)=C(c2nc3ccccc3s2)C1=N | 2.0
CC(Nc1ccnc2cc(Cl)ccc12)c1ccc(S(N)(=O)=O)cc1 (stereo not drawn) | 0.1
Cc1cc(NC2CCCCC2)n2c(n1)nc1ccccc12 | -1.3
Cc1ccc(S(=O)(=O)N2CCNC(=O)C2)c(C)c1 | 6.5
COc1ccc(CNC(=O)COc2cc(O)c3c(c2)OC(C)(C)CC3=O)c(OC)c1 | -0.9
O=[N+]([O-])c1cccc(/C=C/C=N/Nc2nc(N3CCCCC3)nc(N3CCCCC3)n2)c1 | -0.7
Nc1sc(-c2ccccc2)cc1-c1n[nH]c(=S)n1C1CCCCC1 | -1.4
CC1CC(=O)C2=C(C1)Nc1ccccc1N(C(=O)COc1ccccc1)C2c1ccco1 (stereo not drawn) | -1.2
COc1ccc(C(=O)SC2=NCCS2)cc1OC | -0.3
CC1(c2nnc(-c3cccc(Cl)c3)o2)CC(c2ccc(C#N)cc2)=NO1 (stereo not drawn) | 0.3
O=C(O)C1(C(=O)O)CCCC1 | 1.5
CCCS(=O)(=O)N1CCCC(C(=O)Oc2ccccc2Cl)C1 (stereo not drawn) | -0.9
CN1CCN(C(=O)CCC(=O)NCc2ccc(F)cc2)CC1 | -0.2
COc1ccc(C2/C(=C(/O)c3ccc(F)cc3)C(=O)C(=O)N2CCCN(C)C)cc1 (stereo not drawn) | 12*

The list is partial. The share of hits here may be higher or lower than overall.
